M1 antag: blocks human M1 muscarinic receptor; actives 1.3% (n = 360,000); CHO-K1 hM1, Fluo-8 calcium fluorescence, ACh EC80 antagonist; inhibition, % at 3 µM;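 active = percent inhibition above its own plate's cutoff, namely the mean of that plate's compound wells plus 3 SD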;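 note: peak over basal fluorescence ratio during 140 s after agonist addition; 0% = ACh EC80 plus DMSO and 100% = DMSO alone without agonist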
Target sequence (P11229 whole entry, looked up): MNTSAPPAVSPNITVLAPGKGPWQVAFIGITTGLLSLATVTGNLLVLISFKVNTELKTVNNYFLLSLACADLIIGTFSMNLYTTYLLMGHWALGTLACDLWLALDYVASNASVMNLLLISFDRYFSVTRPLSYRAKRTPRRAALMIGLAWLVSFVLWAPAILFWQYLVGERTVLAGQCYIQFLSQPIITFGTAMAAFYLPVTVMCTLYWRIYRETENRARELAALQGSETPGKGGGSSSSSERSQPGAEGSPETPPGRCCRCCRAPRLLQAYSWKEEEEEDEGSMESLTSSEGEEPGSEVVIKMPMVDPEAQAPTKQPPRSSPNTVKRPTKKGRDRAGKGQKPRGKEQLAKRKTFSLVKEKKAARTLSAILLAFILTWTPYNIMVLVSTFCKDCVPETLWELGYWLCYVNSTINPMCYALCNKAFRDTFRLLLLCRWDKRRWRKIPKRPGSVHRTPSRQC
CHO parental Ca: signal in parental CHO cells, OX1R antagonist counter-screen; actives 0.63% (n = 330,000); inhibition, % at 5.6 µM; parental CHO-K1, ATP-induced calcium, Fluo-8 fluorescence;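 active = inhibition above that plate's mean sample inhibition plus 3 SD, cut at about 26% in these data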;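 note: 0% = ATP-challenged DMSO wells and 100% = DMSO wells without ATP; some compounds past the cut are filed as inactive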
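Measured by: calcium-sensitive Fluo-8 fluorescence / Test system: CHO parental line / Controls: ATP-challenged DMSO wells low, unchallenged DMSO wells high / Measure: % inhibition / Compound: single nominal dose of 5.6 µM per compound / Replicates: single well per compound, no replicates / Reagent: ATP as calcium-mobilizing challenge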
TAAR1 antag: antagonists of human TAAR1; Q96RJ0; CHO RD-HGA16 TAAR1, Fluo-8 calcium fluorescence, antagonist; AID 624466; inhibition, % at 3 µM; actives 1.5% (n = 360,000);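 active = inhibition above a per-plate cutoff, the mean inhibition of test compounds on that plate plus 3 SD, cut at about 49% in these data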;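 note: 0% = DMSO plus EC80 beta-PEA response and 100% = DMSO alone without agonist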
Target sequence (Q96RJ0 whole entry, looked up): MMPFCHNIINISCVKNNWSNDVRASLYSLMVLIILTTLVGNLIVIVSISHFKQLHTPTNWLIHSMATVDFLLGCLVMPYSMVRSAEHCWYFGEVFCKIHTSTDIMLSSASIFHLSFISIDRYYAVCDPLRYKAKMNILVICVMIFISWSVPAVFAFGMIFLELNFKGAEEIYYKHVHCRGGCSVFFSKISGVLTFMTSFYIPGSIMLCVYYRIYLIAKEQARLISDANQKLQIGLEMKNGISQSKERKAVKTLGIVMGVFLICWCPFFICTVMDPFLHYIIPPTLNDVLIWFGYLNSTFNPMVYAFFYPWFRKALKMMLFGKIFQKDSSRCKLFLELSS
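Material: CHO RD-HGA16 cells bearing hTAAR1; compound dosing: one-point dosing, 3 µM nominal final; schedule: dye loading 75 min at 37 °C, then 30 min room temperature; measured by: calcium fluorescence with Fluo-8; control set: vehicle and agonist controls; replication: n of 1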
CHO-K1 Ca PAM: M1 PAM counterscreen hit in parental CHO-K1 cells; ATP EC20, Fluo-8 calcium fluorescence; 0% at ATP EC20, 100% at ATP max; activation, % at 3 µM; actives 0.02% (n = 360,000); AID 602247;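 active = activation above the run cutoff, the mean activation of all test compounds plus 3 SD, cut at about 40% in these data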;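 note: peak over basal fluorescence ratio in a 140 s read after ATP addition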
CHRM1 PAM: positive allosteric modulators of human M1 muscarinic receptor. AID 588819. activation, % at 3 µM. CHO-K1 hM1, Fluo-8 calcium fluorescence, ACh EC20; 0% = ACh EC20, 100% = maximal ACh. actives 0.088% (n = 360,000); in the data active = activation above about 19%, passing the limit was not always enough
M1 ag: agonists of human M1 muscarinic receptor | activation, % at 3 µM | P11229 | actives 0.33% (n = 360,000) | CHO-K1 hM1, Fluo-8 calcium fluorescence, agonist mode; 0% DMSO, 100% acetylcholine EC100;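 active = activation above the run's mean compound activation plus 3 SD, cut at about 16% in these data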;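 note: peak over basal fluorescence ratio within a 140 s kinetic read after compound addition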
TAAR1 agonist: human TAAR1 agonism; Q96RJ0; CHO RD-HGA16 TAAR1, Fluo-8 calcium fluorescence; vehicle wells 0%, saturating PEA agonist 100%; activation, % at 3 µM; actives 0.99% (n = 360,000); AID 624467;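 active = activation above the mean activation of all test compounds in the run plus 3 SD, cut at about 38% in these data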
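System: CHO-derived RD-HGA16 cells with stable Gα16 and human TAAR1 / Times: 17-24 h plating, Fluo-8 75 min 37 °C, 30 min RT / Technique: calcium-sensitive Fluo-8 signal, excitation 470-495, emission 515-575 nm / Measure: % activation relative to PEA EC100 response / Benchmarks: DMSO and PEA EC100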
CHO-K1 Ca ag: M1 agonist counterscreen hit in parental CHO-K1 cells; activation, % at 3 µM; Fluo-8 calcium fluorescence; scaled to maximal ATP response, vehicle zero; actives 0.48% (n = 360,000); in the data active = activation above about 15%;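 note: untransfected CHO-K1 host cells lacking M1 receptor as counterscreen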
CHO-K1 Ca antag: M1 antagonist counterscreen hit in parental CHO-K1 cells; ATP-induced calcium, Fluo-8 fluorescence; inhibition, % at 3 µM; actives 0.6% (n = 360,000);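 active = inhibition above a per-plate cutoff, the plate's mean sample inhibition plus 3 SD, cut at about 24% in these data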;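 note: 0% = DMSO plus EC80 ATP and 100% = DMSO alone without ATP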
Numbers without * were called inactive; x = not tested or not shown.

SMILES | M1 antag | CHO parental Ca | TAAR1 antag | CHO-K1 Ca PAM | CHRM1 PAM | M1 ag | TAAR1 agonist | CHO-K1 Ca ag | CHO-K1 Ca antag
COc1ccc(CCNC(=O)CSc2ncnc3c2oc2ccccc23)cc1OC | 3 | -19 | -15 | 11 | -2 | -4 | 21 | 1.5 | -3
CCn1c2ccccc2c2cc(NC(=O)CSc3nnc(-c4ccccc4)o3)ccc21 | 3 | -26 | 13 | 9 | -2 | -3 | 16 | 0.5 | -11
Cc1nnc2c(N3CCN(C(=O)c4ccco4)CC3)nc3ccccc3n12 | -4 | -12 | -20 | 15 | -1 | -3 | 2 | 2.4 | -10
O=C(NCCCN1CCCC1=O)c1ccccc1NS(=O)(=O)c1ccc(F)cc1 | -7 | 0 | -13 | 20 | 8 | -6 | 7 | 0.7 | -21
Cc1ccc(NC(=O)COC(=O)C2CCN(c3ccc(C(F)(F)F)cn3)CC2)cc1 | -5 | -17 | 14 | 2 | 8 | -6 | -1 | -0.6 | -2
CCOC(=O)C1CCCN(C(=O)c2ccc(CNS(=O)(=O)c3ccc(C)cc3)cc2)C1 (stereo not given) | 0 | -32 | 12 | 19 | 4 | -5 | 0 | 2.8 | -18
Cc1ccc(C)c(NS(=O)(=O)c2cc3c4c(c2)CC(=O)N4CCC3)c1 | 18 | -14 | -23 | 17 | 0 | -1 | -1 | 2.7 | -13
CCC(C)NCCOCCSc1ccc(Cl)cc1 (stereo not given) | 2 | -17 | 8 | 14 | -4 | -7 | 1 | 0.6 | -5
CC(=O)c1cnc(Nc2ccc(C)cc2)s1 | -7 | -1 | 10 | 14 | 11 | -11 | 1 | -0.5 | -20
Cc1c(CC(=O)O)c(=O)oc2cc(OCc3ccc(F)cc3F)ccc12 | -18 | 2 | -11 | 1 | 17 | -2 | 2 | 2.0 | -9
Cc1ccc(C(=O)OCC(=O)NCCN2C(=O)CSC2=O)cc1 | -8 | -7 | -18 | 25 | 14 | -8 | 0 | 2.1 | -4
COc1ccc(C(=O)N(c2ccc(C)cc2)C2C=CS(=O)(=O)C2)cc1OC (stereo not given) | -12 | -8 | -37 | 6 | 10 | -1 | 0 | -0.4 | -2
C#CCOCCOCCOCCNc1nc(N2CCN(C(=O)CCCCCCCCCCNC(=O)[C@H](CCCCN)n3cc(CCO)nn3)CC2)nc(N2CCN(C(=O)CCCCCCCCCCNC(=O)[C@@H]([C@H](C)O)n3cc(C)nn3)CC2)n1 | -2 | -8 | x | -9 | 2 | -2 | x | 0.2 | 11
CC(=O)Nc1ccc(NC(=O)c2cc([N+](=O)[O-])cc([N+](=O)[O-])c2)cc1 | -16 | -5 | 17 | -12 | 14 | -1 | 7 | -0.1 | 6
Cc1c(NC(=O)c2cc3c(=O)n4ccccc4nc3s2)c(=O)n(-c2ccccc2)n1C | -20 | -1 | -12 | -7 | 16 | 0 | 3 | -0.2 | -2
COc1ccc(C(=O)c2ccc(Cl)cc2)c(OC)c1OC | -15 | x | -12 | 4 | 4 | -6 | 1 | -0.2 | -7
O=C(NCC(c1ccco1)N1CCCCC1)c1ccc([N+](=O)[O-])s1 (stereo not given) | 17 | -22 | -8 | 6 | -10 | -9 | 2 | 0.6 | -3
Cc1ccc(-c2cn3nc(-c4ccccc4)c(-c4ccccc4)nc3n2)cc1 | -14 | -9 | -12 | 10 | 11 | -2 | 8 | 0.3 | -4
CC(=O)c1ccc(NC(=O)c2ccc(C)c(S(=O)(=O)N3CCOCC3)c2)cc1 | -1 | -16 | 33 | -9 | -6 | 1 | 11 | 6.6 | -1
O=S(=O)(c1ccccc1)c1cnn2c(C(F)(F)F)cc(-c3ccc(F)cc3)nc12 | -8 | 2 | 0 | 6 | 3 | -6 | 11 | 0.0 | -4
O=C(OCc1cccc(C(F)(F)F)c1)c1cc([N+](=O)[O-])ccc1N1CCOCC1 | 7 | -19 | 15 | 6 | -3 | -4 | 0 | 0.6 | -5
Cc1cc(C)c(C)c(S(=O)(=O)NCCCn2ccnc2)c1C | -11 | -9 | -11 | 8 | 3 | -8 | 15 | 0.7 | -10
Cc1cc(Cl)ccc1OCCCC(=O)OCC(N)=O | -10 | 13 | -14 | 13 | 7 | -5 | 2 | 3.8 | -7
Cc1cc(C)c(CN2CCN(C(=O)Cn3cnc4c(NCc5ccccc5)ncnc43)CC2)c(C)c1 | 1 | 22 | -9 | -10 | 1 | -1 | -2 | 1.1 | 25*
Nc1cc2c(cc1Br)-c1ccccc1C2=NO | -4 | x | 40 | -25 | 3 | 0 | 17 | 0.4 | 20

(next part)
SMILES | M1 antag | CHO parental Ca | TAAR1 antag | CHO-K1 Ca PAM | CHRM1 PAM | M1 ag | TAAR1 agonist | CHO-K1 Ca ag | CHO-K1 Ca antag
Cc1nnc(NC(=O)c2cc(S(=O)(=O)N(C)C)ccc2N2CCCC2)s1 | 3 | 3 | -1 | 5 | -1 | -2 | 2 | 0.5 | 6
CC(C)(C)NC(=O)c1cccc2c1C(=O)c1ccccc1-2 | -5 | -15 | -45 | 15 | 5 | -4 | 3 | -0.4 | -11
Oc1ccc(Br)cc1-c1n[nH]c(=S)n1Cc1ccccc1 | -13 | -14 | -11 | 18 | 7 | -8 | 1 | -0.3 | -9
O=Cc1ccccc1Oc1nc(N2CCOCC2)nc(N2CCOCC2)n1 | 3 | -1 | -8 | 13 | 6 | -1 | 1 | -0.3 | -7
O=S(=O)(c1cnc(Cl)c(Cl)c1)N1CCN(c2ncccn2)CC1 | -5 | -5 | -11 | 15 | 3 | -3 | 1 | 0.1 | -2
CCCCN(C=O)c1c(CC)nc2ccc(C(=O)NCCCN3CCCC3=O)cn12 | -11 | x | 1 | 27 | 6 | -5 | 0 | 1.2 | 6
COc1ccc(CNc2nc(NCc3ccc(OC)cc3)n(C(C)=O)n2)cc1 | 4 | -26 | -16 | 16 | -2 | -4 | 2 | -0.2 | 0
Cc1ccccc1NC(=O)c1cc2ccccn2n1 | -12 | -10 | -1 | 18 | 9 | -2 | 1 | 2.1 | -17
COc1ccc(C(=S)N2CCOCC2)cc1OC(=O)c1ccc([N+](=O)[O-])cc1[N+](=O)[O-] | -11 | -13 | 21 | -5 | 7 | -2 | 6 | 4.2 | -16
CCOc1ccc(NC(=O)N2CCC(c3nc4ccccc4o3)CC2)cc1 | 10 | -18 | 21 | 8 | 5 | -4 | -1 | 2.3 | -3
Cc1nn(-c2ccccc2)c2nc(-c3ccccc3)cc(C(=O)N3CCOCC3)c12 | 18 | -11 | -12 | -12 | -6 | -4 | 2 | 0.8 | -1
COC(=O)c1c(C)[nH]c(O)c1C=Nc1ccc(C(C)C)cc1 | 10 | -29 | -2 | -11 | -7 | 1 | 10 | 1.6 | 5
CCOc1ccc(-c2cc(CCCC(=O)NCc3cccnc3)no2)cc1 | -8 | 0 | -5 | 10 | 4 | -2 | 1 | 4.0 | -6
CCOc1ccc(C(C)=O)cc1CN1c2ccc(S(N)(=O)=O)cc2CC1C (stereo not given) | 3 | 0 | -5 | 9 | 6 | -4 | 3 | 3.3 | -11
Cc1cccc(C(=O)Nc2nnc(-c3ccncc3)o2)c1 | 7 | -5 | -6 | -19 | -3 | -5 | 0 | 0.7 | 1
COc1ccc(-n2c(=O)c(CCC(=O)N(C)Cc3cccs3)nc3ccccc32)cc1 | -5 | -13 | -12 | -11 | 3 | 0 | 0 | 0.7 | 2
CC(=C/c1ccco1)/C=N/NC(=O)CSc1nnc(SCc2ccc(C)cc2)s1 | -4 | -21 | 4 | 5 | -7 | -9 | -1 | 0.4 | 5
COc1ccc(OCC(=O)N2CC3(C)CC2CC(C)(C)C3)cc1 (stereo not given) | -6 | -13 | 14 | 12 | 13 | -3 | 9 | 0.9 | -2
C/C(=N\N=C\c1ccccc1)c1nnn(-c2nonc2N)c1C | -14 | -5 | -16 | -8 | 12 | 0 | 2 | -0.3 | 6
CCc1ccccc1NC(=O)CN1CCN(CC(=O)Nc2ccc3c(c2)OC2(CCCCC2)O3)CC1 | -7 | x | -10 | 8 | 15 | 0 | -1 | 0.5 | -17
O=c1[nH][nH]c(=O)n1-c1ccccc1 | -9 | 1 | -22 | 11 | 11 | -4 | 1 | 1.4 | -20
CCC(=O)N(Cc1cc2c(C)cc(C)cc2[nH]c1=O)C1CCCCC1 | -3 | -11 | -15 | 20 | 7 | -1 | 25 | 0.6 | -1
CCNC(=O)CC1C(=O)N(c2ccccc2)C(=O)N1CCc1ccc(OC)cc1 (stereo not given) | 0 | -12 | -16 | 25 | 5 | -6 | 12 | 0.6 | -16
CCN(CC)C(=O)CSc1ccccc1N | -10 | -6 | -2 | 14 | 9 | -3 | 8 | 0.1 | -8
CCCCOC(=O)Nc1nnc(CCc2ccccc2)s1 | -21 | -15 | -22 | 1 | 0 | -5 | 15 | 0.0 | -9
Cc1nc2ncnn2c(C)c1CCC(=O)Oc1ccccc1 | -1 | -2 | 4 | 9 | 7 | -2 | 8 | 0.1 | -2

A stretch from further up, for reference:
SMILES | M1 antag | CHO parental Ca | TAAR1 antag | CHO-K1 Ca PAM | CHRM1 PAM | M1 ag | TAAR1 agonist | CHO-K1 Ca ag | CHO-K1 Ca antag
COc1ccc(C(=S)N2CCOCC2)cc1OC(=O)c1ccc([N+](=O)[O-])cc1[N+](=O)[O-] | -11 | -13 | 21 | -5 | 7 | -2 | 6 | 4.2 | -16
CCOc1ccc(NC(=O)N2CCC(c3nc4ccccc4o3)CC2)cc1 | 10 | -18 | 21 | 8 | 5 | -4 | -1 | 2.3 | -3
Cc1nn(-c2ccccc2)c2nc(-c3ccccc3)cc(C(=O)N3CCOCC3)c12 | 18 | -11 | -12 | -12 | -6 | -4 | 2 | 0.8 | -1
COC(=O)c1c(C)[nH]c(O)c1C=Nc1ccc(C(C)C)cc1 | 10 | -29 | -2 | -11 | -7 | 1 | 10 | 1.6 | 5
CCOc1ccc(-c2cc(CCCC(=O)NCc3cccnc3)no2)cc1 | -8 | 0 | -5 | 10 | 4 | -2 | 1 | 4.0 | -6
CCOc1ccc(C(C)=O)cc1CN1c2ccc(S(N)(=O)=O)cc2CC1C (stereo not given) | 3 | 0 | -5 | 9 | 6 | -4 | 3 | 3.3 | -11
Cc1cccc(C(=O)Nc2nnc(-c3ccncc3)o2)c1 | 7 | -5 | -6 | -19 | -3 | -5 | 0 | 0.7 | 1
COc1ccc(-n2c(=O)c(CCC(=O)N(C)Cc3cccs3)nc3ccccc32)cc1 | -5 | -13 | -12 | -11 | 3 | 0 | 0 | 0.7 | 2
CC(=C/c1ccco1)/C=N/NC(=O)CSc1nnc(SCc2ccc(C)cc2)s1 | -4 | -21 | 4 | 5 | -7 | -9 | -1 | 0.4 | 5
COc1ccc(OCC(=O)N2CC3(C)CC2CC(C)(C)C3)cc1 (stereo not given) | -6 | -13 | 14 | 12 | 13 | -3 | 9 | 0.9 | -2

Screens (PubChem)

Random draw from the library; overall some 4.4% were active at least once.
